V1aR counter – V1a receptor agonism, counter-screen for OXTR agonists; AID 2797; activation, % at 3 µM; actives 0.25% (n = 320,000); CHO-V1R cells, Fluo-8 calcium fluorescence, agonist mode; 0% DMSO, 100% 3 nM vasopressin;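 active means activation above the mean activation of all tested compounds plus 3 SD, per screening run, cut at about 20% in these data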;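 further: signal is peak over basal fluorescence ratio across a 100 second FLIPR read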
Target sequence (P37288 whole entry, looked up): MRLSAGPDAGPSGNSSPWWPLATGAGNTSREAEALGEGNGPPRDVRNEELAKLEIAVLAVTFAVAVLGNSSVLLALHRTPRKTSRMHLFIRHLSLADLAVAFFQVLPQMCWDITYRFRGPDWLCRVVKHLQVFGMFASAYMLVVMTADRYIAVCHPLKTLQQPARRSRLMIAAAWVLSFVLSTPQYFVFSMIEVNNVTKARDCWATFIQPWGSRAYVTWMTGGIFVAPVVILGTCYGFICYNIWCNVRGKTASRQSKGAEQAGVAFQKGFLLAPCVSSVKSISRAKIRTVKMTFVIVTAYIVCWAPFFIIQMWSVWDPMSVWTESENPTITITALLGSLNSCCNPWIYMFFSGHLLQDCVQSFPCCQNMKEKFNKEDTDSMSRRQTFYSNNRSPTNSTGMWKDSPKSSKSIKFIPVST
MEKK2mut PB1 HTS – signal of MEK5 binding to mutant human MEKK2 PB1 domain; percent response, % at 10 µM; bead flow cytometry, Alexa488-MEK5 binding to MEKK2 mutant; actives 0.35% (n = 290,000); in the data active means percent response above about 24%, passing the limit was not always enough; further: inactives centre near 1; some results filed as inactive read as strong as hits
OXTR potentiate – human OXTR potentiation. P30559. CHO-OTR cells, Fluo-8 calcium fluorescence, potentiator mode; 0% = oxytocin EC15, 100% = EC100. activation, % at 3 µM. actives 0.061% (n = 320,000). AID 2445;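 active means activation above that plate's cutoff, the mean activation of tested compounds plus 3 SD, cut at about 6.6% in these data, passing the limit was not always enough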;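 further: 100% uses oxytocin at 75 nM as the full agonist control; some results filed as inactive read as strong as hits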
Target sequence (P30559 whole entry, looked up): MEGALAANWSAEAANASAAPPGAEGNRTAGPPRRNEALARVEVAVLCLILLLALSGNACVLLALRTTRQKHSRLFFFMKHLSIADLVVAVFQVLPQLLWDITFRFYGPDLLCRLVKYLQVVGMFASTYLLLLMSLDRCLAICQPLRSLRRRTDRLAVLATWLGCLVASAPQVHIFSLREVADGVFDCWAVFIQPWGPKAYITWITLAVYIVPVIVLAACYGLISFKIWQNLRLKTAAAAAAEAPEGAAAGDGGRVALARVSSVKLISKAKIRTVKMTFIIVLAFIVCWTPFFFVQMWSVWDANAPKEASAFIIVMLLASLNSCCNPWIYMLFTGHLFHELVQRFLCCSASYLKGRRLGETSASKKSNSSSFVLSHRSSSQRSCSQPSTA
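Assay system: CHO cell line stably expressing human OTR | Also added: Oxytocin at about EC15, sub-maximal agonist stimulus | Times: Compound 6 min at room temperature before oxytocin, 100 s read | Measured by: Fluo-8 intracellular calcium fluorescence, ex 470-495, em 515-575 nm | Controls: EC15 oxytocin alone as 0%, 75 nM oxytocin as 100%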
GalR3 antagonist – blocks the human galanin receptor 3; O60755; inhibition, % at 3 µM; actives 0.44% (n = 360,000); AID 651719; HEK293 GalR3-CNG cAMP membrane potential fluorescence; galR3 body fused to GalR1 C-terminus;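 active means inhibition above the screen-wide average plus 3 SD, cut at about 13% in these data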;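 further: forskolin and galanin both at EC90 stimulate the cells; cAMP rise reported by CNG channel membrane potential dye signal; 0% = forskolin plus galanin with DMSO and 100% = forskolin alone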
Target sequence (O60755 1-299 limits assumed): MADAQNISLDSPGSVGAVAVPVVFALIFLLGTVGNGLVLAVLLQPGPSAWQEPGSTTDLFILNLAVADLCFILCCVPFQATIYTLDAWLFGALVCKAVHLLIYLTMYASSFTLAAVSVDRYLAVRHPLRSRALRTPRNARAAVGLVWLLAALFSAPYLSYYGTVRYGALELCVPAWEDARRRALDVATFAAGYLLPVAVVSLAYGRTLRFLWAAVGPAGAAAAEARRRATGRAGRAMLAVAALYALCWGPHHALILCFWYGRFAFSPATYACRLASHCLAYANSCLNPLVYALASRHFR
PfM18AAP inh – PfM18AAP enzyme inhibition; recombinant PfM18AAP, H-Glu-NHMec fluorogenic cleavage; AID 1822; inhibition, % at 7.35 µM; actives 1.2% (n = 290,000);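 active means inhibition above the campaign mean inhibition over all tested compounds plus 3 SD, cut at about 28% in these data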;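 further: 0% = plate median of test compound wells and 100% = 2 mM ZnCl2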
NALP1 yeast inh – inhibitors of NALP1 inflammasome in yeast. actives 0.61% (n = 280,000). AID 2071. S. cerevisiae NALP1/ASC/caspase-1 growth, X-gal OD620, 72 h. inhibition, % at 10 µM; in the data active means inhibition mostly above about 24%, no sharp cut-off; inactive means mostly below about 32%; further: some compounds called inactive have numbers as strong as hits
MEKK2 WT-MEK5 – raises or lowers MEK5 binding to wildtype human MEKK2 PB1 domain. AID 1531. bead flow cytometry, Alexa488-MEK5 binding to MEKK2 WT; actives lie on both sides. actives 1.1% (n = 290,000). binding response (% of control), % at 10 µM; in the data active means binding response below about 67% or above about 130%
GPR7 antagonist – human neuropeptides B/W receptor 1 antagonism. P48145. GPR7-expressing cells, fluorescence antagonist assay. inhibition, % at 4.4 µM. actives 1.1% (n = 290,000). AID 1861; in the data active means inhibition above about 16%, passing the limit was not always enough;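 further: cells stimulated with the agonist NPW; 0% = agonist with vehicle and 100% = vehicle without agonist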
OXTR ag – human OXTR agonism; AID 2435; activation, % at 3 µM; P30559; actives 0.32% (n = 320,000); CHO-OTR cells, Fluo-8 calcium fluorescence; normalized: DMSO 0%, oxytocin 100%;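 active means activation above the mean of all tested compounds plus 3 SD, cutoff set per screening run, cut at about 20% in these data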;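 further: peak over basal fluorescence ratio from a 100 s FLIPR kinetic read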
Active calls of the source: *. Rows were taken by chance, and some 4.1% of all compounds hit somewhere here.

CC(C)(C)C(=O)N1CCN(c2ccc([N+](=O)[O-])c(NCC3CCCO3)c2)CC1 (configuration not stated) was read as V1aR counter -0.6, MEKK2mut PB1 HTS 1, OXTR potentiate -5, GalR3 antagonist -3, PfM18AAP inh -2, NALP1 yeast inh 11, MEKK2 WT-MEK5 95, GPR7 antagonist -13 and OXTR ag -0.8.
Screening COc1ccc(-c2cc(-c3cc(OC)ccc3O)[nH]n2)cc1 returned V1aR counter 1.1, MEKK2mut PB1 HTS -1, OXTR potentiate -17, GalR3 antagonist -3, PfM18AAP inh 9, NALP1 yeast inh 56, MEKK2 WT-MEK5 104, GPR7 antagonist 2 and OXTR ag 1.9.
Screening CNS(=O)(=O)c1cccc(C(=O)OCC(=O)NC2CCCC(C)C2C)c1 (configuration not stated) returned V1aR counter 1.0, OXTR potentiate 0, GalR3 antagonist -1 and OXTR ag 2.0.
CCC1CCCCN1CCCNC(=O)c1ccc(CS(=O)(=O)c2ccc(Br)cc2)o1 (configuration not stated) was read as V1aR counter 0.7, MEKK2mut PB1 HTS 7, OXTR potentiate 3, GalR3 antagonist -10, PfM18AAP inh -1, NALP1 yeast inh 19, MEKK2 WT-MEK5 109, GPR7 antagonist -16 and OXTR ag 0.2.
Screening O=C(O)c1csc(Br)c1Br returned V1aR counter -0.6, MEKK2mut PB1 HTS -1, OXTR potentiate -5, GalR3 antagonist 0, PfM18AAP inh -2, NALP1 yeast inh 28, MEKK2 WT-MEK5 100, GPR7 antagonist -5 and OXTR ag -0.5.
Screening COC(=O)c1c(C(=O)OC)c(-c2cccc(C)c2)n2c1CS(=O)(=O)C2 returned V1aR counter -1.0, MEKK2mut PB1 HTS 5, OXTR potentiate -3, GalR3 antagonist 1, PfM18AAP inh -11, NALP1 yeast inh -4, MEKK2 WT-MEK5 105, GPR7 antagonist 0 and OXTR ag -1.3.
For COc1cc(/C=C/C(=O)OCC(=O)N2CCCc3ccccc32)ccc1OCC#N the results were V1aR counter 2.4, OXTR potentiate -7, GalR3 antagonist -2 and OXTR ag 1.8.
Screening Cc1cc(=O)[nH]c2nnc(SCC(=O)N3CC(C)OC(C)C3)n12 (configuration not stated) returned V1aR counter -0.8, OXTR potentiate 0, GalR3 antagonist -5 and OXTR ag 0.9.
For C[n+]1ccc(CC2C(=[N+]([O-])[O-])C=Nc3ncnn32)cc1 (configuration not stated) the results were MEKK2mut PB1 HTS 0, GalR3 antagonist 0, PfM18AAP inh 32*, NALP1 yeast inh 2, MEKK2 WT-MEK5 119 and GPR7 antagonist -5.
For O=S(=O)(CCN1CCCCC1)Oc1ccc(Cl)cc1Cl the results were V1aR counter -0.6, MEKK2mut PB1 HTS 19, OXTR potentiate -5, GalR3 antagonist -5, PfM18AAP inh -19, NALP1 yeast inh 18, MEKK2 WT-MEK5 112, GPR7 antagonist 10 and OXTR ag 1.0.
For COc1cc2c3c(c1OC)C1(C=CC(=NNC(N)=O)C=C1)CC3N(C(C)=O)CC2 (configuration not stated) the results were V1aR counter 1.6, MEKK2mut PB1 HTS -3, OXTR potentiate 9, GalR3 antagonist -1, PfM18AAP inh -4, NALP1 yeast inh 23, MEKK2 WT-MEK5 91, GPR7 antagonist -1 and OXTR ag 0.6.
C=CCN1C(=O)CN=C1Nc1ccccc1 was read as V1aR counter 3.1, MEKK2mut PB1 HTS -2, OXTR potentiate -17, GalR3 antagonist -8, PfM18AAP inh -2, NALP1 yeast inh 8, MEKK2 WT-MEK5 85, GPR7 antagonist -12 and OXTR ag 1.6.
For COc1ccc(Cc2nnc(NC(=O)c3ccco3)s2)cc1 the results were V1aR counter 1.9, MEKK2mut PB1 HTS 2, OXTR potentiate -2, GalR3 antagonist -1, PfM18AAP inh -12, NALP1 yeast inh 18, MEKK2 WT-MEK5 98, GPR7 antagonist -2 and OXTR ag -0.2.
`CCc1nnc(NCC(=O)N2CCc3ccccc32)s1` gave V1aR counter -0.7, MEKK2mut PB1 HTS 1, OXTR potentiate -16, GalR3 antagonist 1, PfM18AAP inh 2, NALP1 yeast inh -20, MEKK2 WT-MEK5 98, GPR7 antagonist -16 and OXTR ag -1.4.
Screening CCn1cc(C(=O)O)c(=O)c2cc(OC)ccc21 returned V1aR counter 0.4, MEKK2mut PB1 HTS 0, OXTR potentiate 5, GalR3 antagonist -4, PfM18AAP inh 5, NALP1 yeast inh 10, MEKK2 WT-MEK5 100, GPR7 antagonist -7 and OXTR ag 0.5.
For CCOC(=O)C1CCCN(CC(O)COc2cccc(C)c2)C1 (configuration not stated) the results were V1aR counter 1.4, MEKK2mut PB1 HTS -2, OXTR potentiate 7, GalR3 antagonist -7, PfM18AAP inh 6, NALP1 yeast inh 21, MEKK2 WT-MEK5 95, GPR7 antagonist -2 and OXTR ag 0.5.
`O=C(O)CCc1ccc(S(=O)(=O)Nc2ccc(OCc3ccccc3)cc2)cc1` gave V1aR counter -0.8, MEKK2mut PB1 HTS 1, OXTR potentiate -3, GalR3 antagonist -8, PfM18AAP inh 16, NALP1 yeast inh 2, MEKK2 WT-MEK5 100, GPR7 antagonist -5 and OXTR ag 0.6.
For c1ccc2c(c1)oc1c(N3CCN(Cc4ccc5c(c4)OCO5)CC3)ncnc12 the results were MEKK2mut PB1 HTS 4, GalR3 antagonist 0, PfM18AAP inh 1, NALP1 yeast inh -7, MEKK2 WT-MEK5 111 and GPR7 antagonist -1.
For CCCCn1c(N)c(N(CCOC)C(=O)c2cc(=O)[nH]c3ccccc23)c(=O)[nH]c1=O the results were V1aR counter 0.4, OXTR potentiate 1, GalR3 antagonist -7 and OXTR ag 1.3.
`Cc1sc2ncnc(N3CCC(C(=O)Nc4ccc(C#N)cc4)CC3)c2c1C` gave V1aR counter 0.6, OXTR potentiate -8, GalR3 antagonist -2 and OXTR ag 0.7.
`COc1ccc(CNC(=O)C(C)n2nc(C)c3c(C)n(-c4ccc(C)cc4)nc3c2=O)cc1` (configuration not stated) gave V1aR counter 7.7, MEKK2mut PB1 HTS 2, OXTR potentiate -6, GalR3 antagonist -7, PfM18AAP inh -6, NALP1 yeast inh 12, MEKK2 WT-MEK5 101, GPR7 antagonist -20 and OXTR ag 1.7.
For CC(C)(C)C(=O)Nc1ccc(S(=O)(=O)c2ccc(NC(=O)C(C)(C)C)cc2)cc1 the results were V1aR counter 1.4, MEKK2mut PB1 HTS 5, OXTR potentiate -11, GalR3 antagonist 1, PfM18AAP inh -18, NALP1 yeast inh 3, MEKK2 WT-MEK5 103, GPR7 antagonist -2 and OXTR ag 2.3.
For COc1ccc(N2CCN(S(=O)(=O)c3c[nH]c(=O)[nH]c3=O)CC2)cc1 the results were V1aR counter -0.4, OXTR potentiate 2, GalR3 antagonist -1 and OXTR ag 1.6.
`CC(C)C[C@H](NC(=O)c1nc[nH]c1C(=O)N(C)Cc1ccccc1)C(=O)OC(C)(C)C` gave V1aR counter -1.8, MEKK2mut PB1 HTS 5, OXTR potentiate -4, GalR3 antagonist -5, PfM18AAP inh -2, NALP1 yeast inh 7, MEKK2 WT-MEK5 103, GPR7 antagonist -5 and OXTR ag -2.3.
Screening CCCc1nnc(SCC(=O)N2CCCC(C)C2)n1CCCOC (configuration not stated) returned V1aR counter 1.9, MEKK2mut PB1 HTS 5, OXTR potentiate -4, GalR3 antagonist -3, PfM18AAP inh -17, NALP1 yeast inh 8, MEKK2 WT-MEK5 113, GPR7 antagonist 4 and OXTR ag 0.2.
O=C(Nc1ccc([N+](=O)[O-])cc1)c1cc2ccccc2nc1Cl was read as V1aR counter 8.2, MEKK2mut PB1 HTS -18, OXTR potentiate -7, GalR3 antagonist 10, PfM18AAP inh -3, MEKK2 WT-MEK5 85, GPR7 antagonist 3 and OXTR ag 6.4.
CCN1CCC(NC(=O)Nc2ccccc2C(=O)OC)CC1 was read as V1aR counter -0.1, MEKK2mut PB1 HTS 0, OXTR potentiate 2, GalR3 antagonist -6, PfM18AAP inh -12, NALP1 yeast inh 10, MEKK2 WT-MEK5 102, GPR7 antagonist -3 and OXTR ag -0.1.
For Cc1ccc(N(CC(=O)NCCSc2ccccn2)S(C)(=O)=O)cc1 the results were V1aR counter 0.7, MEKK2mut PB1 HTS -11, OXTR potentiate -7, GalR3 antagonist -3, PfM18AAP inh -9, NALP1 yeast inh 8, MEKK2 WT-MEK5 98, GPR7 antagonist 4 and OXTR ag -0.9.
`O=C(NCCc1nc2ccccc2[nH]1)c1ccc([N+](=O)[O-])cc1` gave V1aR counter 0.2, MEKK2mut PB1 HTS -2, OXTR potentiate -1, GalR3 antagonist -2, PfM18AAP inh -1, NALP1 yeast inh 11, MEKK2 WT-MEK5 99, GPR7 antagonist -19 and OXTR ag -1.1.
For Cc1cccc(OCCCC(=O)Nc2ccc(N3CCCCC3)cc2)c1 the results were V1aR counter 3.0, MEKK2mut PB1 HTS 4, OXTR potentiate -18, GalR3 antagonist -4, PfM18AAP inh 0, NALP1 yeast inh 32, MEKK2 WT-MEK5 103, GPR7 antagonist -8 and OXTR ag 16.
For CC(=O)N(C1=C(N)C(=O)c2ccccc2C1=O)c1ccccc1 the results were V1aR counter 0.9, MEKK2mut PB1 HTS 6, OXTR potentiate -9, GalR3 antagonist -2, PfM18AAP inh 1, NALP1 yeast inh 0, MEKK2 WT-MEK5 107, GPR7 antagonist 9 and OXTR ag -0.4.
`NS(=O)(=O)c1ccc(CNC(=O)c2cc(=O)[nH]c3ccccc23)cc1` gave V1aR counter 0.1, MEKK2mut PB1 HTS 0, OXTR potentiate -1, GalR3 antagonist -1, PfM18AAP inh -1, NALP1 yeast inh 20, MEKK2 WT-MEK5 102, GPR7 antagonist -5 and OXTR ag 0.3.
Screening COc1cc(O)oc1C=Nc1ccc(Cl)cc1Cl returned V1aR counter 0.6, MEKK2mut PB1 HTS -1, OXTR potentiate -15, GalR3 antagonist -8, PfM18AAP inh -19, NALP1 yeast inh 20, MEKK2 WT-MEK5 98, GPR7 antagonist -3 and OXTR ag -0.2.
`CCc1ccc(CNC(=O)c2cc3c(C)nc4ccccc4c3o2)cc1` gave V1aR counter 6.2, MEKK2mut PB1 HTS 11, OXTR potentiate -7, PfM18AAP inh -2, NALP1 yeast inh 39, MEKK2 WT-MEK5 112, GPR7 antagonist 1 and OXTR ag 2.6.
For COc1cc2c(cc1OC)-c1cc(NCc3ccccn3)nc(=O)n1CC2 the results were V1aR counter 1.4, MEKK2mut PB1 HTS -9, OXTR potentiate -4, GalR3 antagonist 6, PfM18AAP inh 9, NALP1 yeast inh 7, MEKK2 WT-MEK5 91, GPR7 antagonist -7 and OXTR ag -0.5.
`COCCOC(=O)C1=C(C)NC(=O)NC1C1CC=CCC1` (configuration not stated) gave V1aR counter -0.5, MEKK2mut PB1 HTS 2, OXTR potentiate -5, GalR3 antagonist -1, PfM18AAP inh -1, NALP1 yeast inh 0, MEKK2 WT-MEK5 101, GPR7 antagonist -5 and OXTR ag -0.2.
`COc1ccc(CCCc2nnc(SCC(=O)Nc3nccs3)n2C)cc1C` gave V1aR counter 2.8, MEKK2mut PB1 HTS -2, OXTR potentiate -8, GalR3 antagonist -1, PfM18AAP inh 7, NALP1 yeast inh 7, MEKK2 WT-MEK5 95, GPR7 antagonist -4 and OXTR ag 2.1.
Screening Cc1ccc(CNC(=S)NC2CCCCC2)cc1 returned MEKK2mut PB1 HTS 2, GalR3 antagonist -4, PfM18AAP inh 2, NALP1 yeast inh 10, MEKK2 WT-MEK5 102 and GPR7 antagonist 0.

High-throughput results from PubChem.
